# Compound activity from PubChem BioAssay.
# ABCB6 inh MLPCN: blocks the human ABCB6 transporter; Q9NP58; fluorescence ratio to DMSO, % at 10 µM; 360,000 tested, 0.19% active; K562-ABCB6 porphyrin accumulation, flow cytometry, 1 h; active compounds read low;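 active means fluorescence ratio to DMSO below 75%, the collection mean minus 3 SD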;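 further: signal is porphyrin accumulated inside mitochondria; 100% equals median channel fluorescence of DMSO control wells; lower ratio means ABCB6 inhibition with less porphyrin fluorescence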
# TLR9-MyD88 block: inhibitors of human TLR9-MyD88 binding | Q9NR96+Q99836 | CHO BLA complementation TLR9-MyD88, CCF4 FRET ratio | inhibition, % at 4.98 µM | 340,000 tested, 0.21% active | AID 504734;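 active means inhibition above the mean over all tested compounds plus 3 SD, cut at about 21% in these data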;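 further: 0% = DMSO only wells and 100% = clavulanate BLA inhibitor control wells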
# aDG glyco up: increases alpha dystroglycan glycosylation | Pro5-aDG cells, alpha-DG glycosylation AlphaScreen (IIH6); 0% Pro5, 100% B10-LARGE cell signal | activation, % at 10 µM | 360,000 tested, 0.22% active;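 active means activation of at least 8% versus controls, or a plate z-score of at least 8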;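 further: Pro5 are CHO cells carrying HIG-tagged alpha-DG that lacks glycosylation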
# N-glyco inh: blocks N-linked glycosylation in D54 reporter cells | reporter increase, % at 12.5 µM | 360,000 tested, 0.23% active | D54 ERlucT glycosylation luciferase reporter, 24 h; percent of 100 nM tunicamycin response;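 active means mean luciferase reporter signal, scaled so untreated is 0 and the glycosylation-blocking control 100, at or above a set limit in every replicate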;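 further: luciferase carries N-glycosylation sites so blocking glycosylation raises the light; 0% = median of neutral control wells and 100% = median of 100 nM tunicamycin wells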
# Vif inh: HIV Vif inhibition | HEK293T cells, Vif self-association by quenched fluorescence, imaging, 24 h | inhibition, % at 7.49 µM | 340,000 tested, 0.35% active | AID 602346; in the data active means inhibition above about 50%, passing the limit was not always enough; further: some results filed as inactive read as strong as hits
# NOD2-RIPK2 inh: inhibitors of human NOD2-RIPK2 interaction. CHO BLA complementation NOD2-RIPK2, CCF4 ratio. O43353. inhibition, % at 4.98 µM. 360,000 tested, 0.38% active; in the data active means inhibition above about 21%;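 further: 0% = vehicle only and 100% = reference blocker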
# Target sequence (O43353 whole entry, looked up): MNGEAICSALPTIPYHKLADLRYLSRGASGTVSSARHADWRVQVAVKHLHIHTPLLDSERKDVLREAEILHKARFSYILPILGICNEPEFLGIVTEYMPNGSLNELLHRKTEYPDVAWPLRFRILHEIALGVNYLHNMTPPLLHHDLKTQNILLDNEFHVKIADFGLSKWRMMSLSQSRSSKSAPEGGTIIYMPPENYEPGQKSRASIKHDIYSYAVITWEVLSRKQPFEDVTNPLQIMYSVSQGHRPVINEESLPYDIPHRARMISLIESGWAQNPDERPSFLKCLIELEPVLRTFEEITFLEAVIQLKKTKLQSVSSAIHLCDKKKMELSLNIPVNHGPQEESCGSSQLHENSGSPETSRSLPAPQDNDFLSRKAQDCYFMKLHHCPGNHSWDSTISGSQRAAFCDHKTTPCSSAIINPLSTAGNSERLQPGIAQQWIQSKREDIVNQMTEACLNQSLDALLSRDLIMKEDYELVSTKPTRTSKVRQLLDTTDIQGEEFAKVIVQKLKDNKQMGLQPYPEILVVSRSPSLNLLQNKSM
# Exocytosis inh: lytic granule exocytosis inhibition; TALL-104 LAMP-1 surface exposure, flow cytometry; cells stimulated with thapsigargin and PMA; inhibition, % at 10 µM; 360,000 tested, 0.66% active;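 active means inhibition above about 55%, limit read from the data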
# MC4R antagonist: blocks human MC4R cAMP signaling | P32245 | inhibition, % at 6.5 µM | MC4R-expressing cells, MTII-stimulated cAMP, LANCE TR-FRET | 360,000 tested, 0.48% active;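 active means inhibition above its plate's cutoff, the mean of tested wells on that plate plus 3 SD, cut at about 29% in these data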;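 further: 0% = Melanotan II alone and 100% = Melanotan II plus saturating MCL0020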
# Target sequence (P32245 whole entry, looked up): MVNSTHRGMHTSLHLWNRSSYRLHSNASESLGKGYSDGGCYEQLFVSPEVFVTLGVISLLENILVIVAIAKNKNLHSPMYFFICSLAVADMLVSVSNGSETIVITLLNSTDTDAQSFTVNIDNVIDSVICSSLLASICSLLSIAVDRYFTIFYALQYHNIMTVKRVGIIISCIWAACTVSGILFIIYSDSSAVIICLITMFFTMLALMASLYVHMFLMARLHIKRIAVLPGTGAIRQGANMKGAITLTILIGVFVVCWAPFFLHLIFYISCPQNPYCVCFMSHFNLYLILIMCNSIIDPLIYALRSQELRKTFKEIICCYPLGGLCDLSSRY
#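 Assay system: U2OS-MC4R stable cell line; Also added: Melanotan II; Technique: Eu-cAMP/anti-cAMP TR-FRET, emission 671 nm; Times: 30-min compound, 1-h challenge, 1-h detection, room temperature.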
# MC4R ag barr: agonists of human melanocortin 4 receptor (MC4R) beta-arrestin; 360,000 tested, 0.98% active; P32245; activation, % at 8.9 µM; U2OS MC4R beta-arrestin complementation, luminescence; percent of melanotan II response, DMSO zero;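 active means activation above a per-plate cutoff, the mean activation of sample wells on that plate plus 3 SD, cut at about 8% in these data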
# ABHD5-PLIN5 inh: blocks binding of human ABHD5 to perilipin-5. Q00G26+Q8WTS1. Split G. princeps luciferase complementation, luminescence, 4 h. inhibition, % at 4 µM. 360,000 tested, 0.78% active. AID 602281;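 active means inhibition above the mean inhibition across every tested compound plus 3 SD, cut at about 22% in these data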;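 further: 0% = DMSO only wells and the 100% control is not disclosed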
# The depositor's hits bear a star; / = no result given.
molecule	ABCB6 inh MLPCN	TLR9-MyD88 block	aDG glyco up	N-glyco inh	Vif inh	NOD2-RIPK2 inh	Exocytosis inh	MC4R antagonist	MC4R ag barr	ABHD5-PLIN5 inh
Cc1ccc(C(=O)c2c3ccc([N+](=O)[O-])cc3[n+]([O-])n2CCCN)cc1	95	-4	0.3	-7	5	-19	-2	9	-0.3	-7
CCCCn1ccnc1C(=O)c1ccc(S(=O)(=O)N(CCOC)CCOC)cc1	88	-5	-0.3	1	6	-2	0	3	-2.7	-3
O=C(c1cc([N+](=O)[O-])ccc1Cl)N1CCN(c2ccccn2)CC1	100	-3	-0.1	-1	2	-6	-5	-2	1.6	4
CCn1ncc(CN2CCN(Cc3cccc(OC)c3)C(CCO)C2)c1C (configuration not stated)	99	0	-0.2	1	-7	-8	-2	-8	3.5	1
COc1ccc(S(=O)(=O)c2nnn(-c3cccc(OC)c3)c2N)cc1	96	0	-0.1	1	-4	-10	0	3	-0.8	2
C=CCNC(=O)C(C#N)c1nc2ccccc2nc1N1CCCCCC1 (configuration not stated)	114	-5	-0.3	6	-7	-4	5	4	-2.2	-12
COc1cccc(CNC(=O)c2csc3c2CCCC3)c1	105	-14	0.5	-2	5	-6	4	0	2.7	7
COc1cc(/C=N/n2cnnc2)ccc1OC(=O)c1ccco1	97	-7	-0.3	-1	-5	15	3	0	-2.1	-4
COc1cccc(OC)c1C(=O)Nc1c(C)n(C)n(-c2ccccc2)c1=O	98	0	0.2	1	-8	-6	-2	13	-2.5	1
CCC(CC)C(=O)Nc1cc(NC(=O)C(CC)CC)cc(C(=O)O)c1	99	2	0.0	1	11	-3	-4	5	-1.2	-1
NNc1nc(Nc2ccccc2)nc(Nc2ccccc2)n1	98	-3	0.5	3	-15	-2	0	21	2.9	-7
Cc1ccc(Oc2nc(-c3ccccn3)nc3ccccc23)cc1	107	/	1.3	-1	-4	-8	0	-1	1.0	1
O=C(Cn1c(=O)oc2ccccc21)NC(=O)NCc1ccco1	93	5	0.1	-1	-11	-6	-4	1	-0.4	7
CCN1C(=O)CS/C1=N\c1nccs1	90	2	-0.1	0	-4	1	0	1	-0.7	11
Cc1c([N+](=O)[O-])c(C(=O)Nc2ccc3c(c2)OCCO3)nn1C	105	-4	0.2	0	24	-10	2	0	0.1	1
O=C1NC[C@@H](CCCCN2C[C@H](Cc3ccccc3)N(CCC3CCCCC3)C(=O)C2=O)N(CCc2ccccc2)C1=O	97	/	-0.1	/	/	-7	3	/	/	-2
Cc1cccc(Cn2c(Sc3nc(C)cs3)nc3c2c(=O)[nH]c(=O)n3C)c1	88	-2	-0.1	2	-11	2	-2	-3	0.8	4
O=[N+]([O-])c1ccc(Sc2nc3ccccc3o2)c([N+](=O)[O-])c1	96	7	-0.5	17	63	30*	22	17	-4.2	16
CN(C)c1cccc(-c2csc(N3CCC(C(N)=O)CC3)n2)c1	98	12	0.0	-4	2	6	0	10	-0.7	5
OCC[C@@H]1C[C@@H](O)[C@H](O)[C@]2(Cc3ccccc3O2)O1	95	-7	0.1	-1	-5	4	-3	-2	-1.0	5
CC1(C)Cc2c(cnn2-c2cccc(F)c2)C(NC(=O)c2ccc[n+]([O-])c2)C1 (configuration not stated)	103	-14	-0.2	-1	5	-2	1	6	-0.7	5
COc1ccc(N2C(=O)/C(=C/c3ccc([N+](=O)[O-])cc3)N=C2C)c(OC)c1	164	-9	-0.1	-1	-6	2	0	6	-1.7	-4
CC(C)COc1ccc(C(=O)OCC(=O)NCc2cccs2)cc1	100	-7	0.0	22	32	3	-4	-14	-0.2	-9
O=C(CSCc1ccc(F)cc1)Nc1ccc(N2CCOCC2)cc1N1CCOCC1	98	5	-0.1	0	33	-3	-4	7	-0.6	-9
CS(=O)(=O)n1nc(-c2cccnc2)nc1NCc1ccccc1	101	2	0.2	-2	5	3	-1	-6	1.7	3
NC(=O)C1CCN(C(=O)CNC(=O)c2ccccc2)CC1	101	10	-0.4	0	-6	5	-1	-4	-0.1	0
CCN(CC(=O)Nc1ccc(NC(C)=O)cc1)C(=O)Cc1cccc2ccccc12	95	6	-0.1	2	/	-10	2	8	0.2	3
Cc1cccc(CCNC(=O)C2CCC(CNc3c(N4CCCC4)c(=O)c3=O)CC2)c1 (configuration not stated)	105	-5	0.0	0	-1	4	-1	9	-1.0	1
CCOC(=O)C1CCN(S(=O)(=O)c2ccc3c(c2)CC(C)N3C(=O)C2CC2)CC1 (configuration not stated)	89	-14	0.6	0	-9	-4	0	8	-1.7	-16
CC(=O)Oc1ccc(C(=O)Nc2cccc(C(=O)c3ccc(C)c(C)c3)c2)cc1	86	-6	0.4	-1	-11	-10	25	-6	3.0	-2
O=C(O)CCS(=O)(=O)c1nc(-c2cccs2)cc(C(F)(F)F)n1	103	-2	0.0	-3	/	-8	9	5	-0.7	28*
CCN1CCCC1CNC(=O)c1cc(NC(C)=O)c(N(C)C)cc1OC (configuration not stated)	100	-3	0.0	-2	5	-12	6	0	-0.7	6
O=C(Cc1cccc(NC(=O)C2CCCN(C(=O)CCc3ccccc3)C2)c1)Nc1cccc(C(=O)N2CCOCC2)c1 (configuration not stated)	100	-4	-0.2	1	-5	-11	-8	8	-1.6	9
Cc1cc(SCC(=O)c2ccccc2)nc(SCC(=O)c2ccccc2)n1	103	-10	0.3	-2	-10	1	78*	2	0.1	1
Cc1c(C(=O)NCCc2ccc(S(N)(=O)=O)cc2)cccc1[N+](=O)[O-]	95	-12	0.0	0	-4	1	0	5	0.1	-6
COc1ccc(C(C#N)=C2C=CC(=NO)C(C)=C2Cl)cc1	103	2	0.3	0	-4	0	9	-1	1.5	-30
Fc1ccc(CNC(=S)Nc2ccc(Cl)cc2)cc1	99	-3	0.0	-3	11	-3	-8	3	1.7	-3
COc1cc(C2C(C#N)=C(N)N(c3sc4c(c3C#N)CCCC4)C3=C2C(=O)CC(C)(C)C3)cc(OC)c1OC (configuration not stated)	93	-5	-0.2	-6	-18	-2	0	20	-1.3	-1
O=C(O)c1cc(C(=O)O)c(-c2ccccc2)c(C(=O)O)c1	99	0	0.1	0	-6	3	0	16	0.8	4
COc1ccc(NC(=O)CCN2CCN(S(=O)(=O)c3ccc(C(C)C)cc3)CC2)cc1	93	-8	-0.1	-3	-5	-3	-2	11	-1.3	-4
Cc1cccc(S(=O)(=O)NC(=O)C2(C)CCN2C(=O)C2(c3ccc(Cl)cc3)CCC2)c1 (configuration not stated)	96	/	-0.1	1	10	2	16	1	-0.7	-6
CCOc1cc(S(=O)(=O)NCCc2ccccc2C)c(OCC)cc1-n1cnnn1	99	6	0.0	-2	7	-2	2	13	1.0	5
Cc1ccc(NC(=O)CCC(=O)NNC(=O)COc2ccc([N+](=O)[O-])cc2)cc1C	87	4	2.8	-1	6	-10	0	-2	-2.1	8
O=S(Cc1ccccc1)CC(O)(c1ccccc1)c1ccccc1 (configuration not stated)	98	8	0.0	-2	0	-4	-1	2	-2.8	5
O=C(NCC(=O)N(Cc1ccco1)C(C(=O)NC1CCCCC1)c1ccncc1)c1cccs1 (configuration not stated)	94	5	-0.2	1	-4	-7	-2	24	1.3	2
Cc1ccc(C(=O)N2CCN(c3ccccc3)CC2)cc1NC(=O)c1ccco1	100	-3	-0.2	-1	-4	-1	0	1	-2.1	1
O=C1NN=C(c2ccc(Cl)cc2)CC1c1cccc(Cl)c1 (configuration not stated)	97	-8	0.6	-2	-11	-12	0	5	6.7	-6
O=C(c1cccc(S(=O)(=O)Nc2ccccc2Cl)c1)N1CCN(C(=O)c2ccco2)CC1	96	-4	0.0	2	-3	1	0	14	-3.6	3
CCOC(=O)CCCNC(=O)c1cncc(O)c1	87	5	3.5	1	9	0	-1	5	-0.7	-7
Cc1nc2ccccc2n1CCC(=O)O	96	-4	-0.2	0	3	-12	-1	2	-0.4	0
O=C(N/N=C\c1ccccn1)C1c2ccccc2Oc2ccccc21	100	0	0.0	3	-3	2	1	14	-1.4	5
Cc1cn([C@H]2C[C@H](O)[C@@H](/C=C/C(=O)NCc3cccc4ccccc34)O2)c(=O)[nH]c1=O	96	/	-0.1	2	1	-4	13	/	/	-6
Cc1cccc(/C(N)=N/OC(=O)N2c3ccccc3Sc3ccccc32)c1	85	-1	0.3	3	-6	-5	1	1	-0.8	-10
CCc1ccc(NC(=S)N(Cc2ccccc2)Cc2ccccn2)cc1	106	-7	1.8	-13	-2	7	2	8	-1.5	-8
CCCCn1c(N)c(Sc2ccccc2[N+](=O)[O-])c(=O)[nH]c1=O	100	-7	0.0	1	11	-9	2	20	0.4	-5
COc1ccc(OC)c(NC(=O)Nc2nc(C(N)CCc3ccccc3)cs2)c1 (configuration not stated)	103	/	0.8	-11	-2	2	17	5	11*	6
Cc1ccc(-c2cc(-c3n[nH]c(=S)o3)c3ccccc3n2)cc1	95	7	-0.1	1	-3	22*	-3	4	-1.0	4
Cc1ccc(C(=O)CSc2cc(C)nc(SCC(=O)c3ccccc3)n2)cc1	111	-1	0.0	-2	-21	-9	5	8	0.2	3
CC1=C(C(=O)Nc2ccc(C)cc2)C(c2ccc(C)o2)C2=C(CC(C)(C)CC2=O)N1 (configuration not stated)	91	3	-0.1	0	-1	2	2	6	-2.8	3
CCc1cccc(C)c1NC(=S)N(CCN(C)C)C(C)c1ccco1 (configuration not stated)	91	0	0.0	0	2	6	-2	0	-2.8	-2

# Compound profiles (already shown):
# CC1=C(C(=O)Nc2ccc(C)cc2)C(c2ccc(C)o2)C2=C(CC(C)(C)CC2=O)N1 (configuration not stated) is listed with ABCB6 inh MLPCN: 91; TLR9-MyD88 block: 3; aDG glyco up: -0.1; N-glyco inh: 0; Vif inh: -1; NOD2-RIPK2 inh: 2; Exocytosis inh: 2; MC4R antagonist: 6; MC4R ag barr: -2.8; ABHD5-PLIN5 inh: 3
# Cc1ccc(C(=O)CSc2cc(C)nc(SCC(=O)c3ccccc3)n2)cc1 is listed with ABCB6 inh MLPCN: 111; TLR9-MyD88 block: -1; aDG glyco up: 0.0; N-glyco inh: -2; Vif inh: -21; NOD2-RIPK2 inh: -9; Exocytosis inh: 5; MC4R antagonist: 8; MC4R ag barr: 0.2; ABHD5-PLIN5 inh: 3

# Continued:
molecule	ABCB6 inh MLPCN	TLR9-MyD88 block	aDG glyco up	N-glyco inh	Vif inh	NOD2-RIPK2 inh	Exocytosis inh	MC4R antagonist	MC4R ag barr	ABHD5-PLIN5 inh
CCC(NS(=O)(=O)c1ccc(C)cc1)C(=O)N1CCN(c2ccccn2)CC1 (configuration not stated)	104	-3	-0.1	2	16	3	0	1	-1.6	-3
CC1CCCC(C)N1C(=O)Cn1c(=O)sc2ccccc21 (configuration not stated)	101	4	-0.1	0	12	8	0	12	-0.2	4
CC(C)c1ccc(O)c(=O)cc1	101	/	0.0	-1	-1	0	-2	17	0.3	-2
Cc1cc(C)nc(SCc2ccc(C(=O)N/N=C3\CC(C)CC(C)(C)C3)cc2)n1 (configuration not stated)	96	0	0.1	-2	-1	1	-4	-12	-0.6	-9
COc1cccc(-n2c(SCC(=O)NC3CCS(=O)(=O)C3)nc3ccccc3c2=O)c1 (configuration not stated)	106	-15	-0.3	1	-3	-2	-4	4	-1.0	2
O=C(CSc1nnc(NC(=O)c2ccccc2[N+](=O)[O-])s1)NCc1ccco1	109	-6	-0.2	-1	-1	10	-8	1	-3.1	3

# Some of the compounds tested; rates above refer to the full screens.
